Bioassay records from PubChem.
Growth percent in the NCI-60 one-dose screen (48 h, 10 µM unless noted): 100 = growth as untreated, 0 = no growth, -100 = all killed.
UO-31: UO-31 renal cancer; 5.2% of 81,000 active
786-0: 786-0 renal cancer cells. AID 1794775. 5.1% of 81,000 active
RXF 393: RXF 393 renal cancer cells; 6.9% of 77,000 active
NCI-H322M: NCI-H322M lung cancer | 2.7% of 80,000 active | AID 1794733
ACHN: ACHN renal cancer | 4.9% of 81,000 active
CAKI-1: CAKI-1 renal cancer. 4.7% of 75,000 active
TK-10: TK-10 renal cancer cells | 3.9% of 81,000 active
NCI-H460: NCI-H460 lung cancer; 6.8% of 82,000 active
NCI-H522: NCI-H522 lung cancer; 8% of 78,000 active; AID 1794739
Starred values were filed as active, the others as inactive; . = not tested or not shown; [ ] = another dose, or the depositor's remark. The calls were made as follows: active = growth percent below 10; inactive = the rest. Compounds as they come. About 11% of those tested had a hit in this group.

SMILES	UO-31	786-0	RXF 393	NCI-H322M	ACHN	CAKI-1	TK-10	NCI-H460	NCI-H522
C=CCC(C#N)(NC(C)=O)C(=O)OCC (stereo not drawn)	88	108	93	94	103	93	96	98	91
CSc1nc(C)c([N+](=O)[O-])c(N)n1	98	103	114	94	112	98	89	104	77
CCOCCOC(=O)c1ccccc1Cl	95	103	122	111	113	104	102	102	107
O=C(NCCNc1nccc(-n2ccc3cccnc32)n1)c1ccc(C(F)(F)F)cc1	84	103	110	107	98	88	134	102	100
COc1ccc2cc(-c3ccc(C(=O)N/N=C/c4ccc(C#N)cc4)c(C)n3)ccc2c1	84	97	113	104	102	104	102	103	88
C[C@]1(CO)O[C@H](n2cc(F)c(=O)[nH]c2=O)C[C@@H]1O	89	103	.	95	113	96	98	106	56
CCN1CCN(CCNc2nccc(-c3c(-c4cccc(OC)c4)nc4occn34)n2)S1(=O)=O	92	113	94	111	85	78	128	97	89
Oc1ccc(Nc2ccccc2)cc1	68	98	.	78	47	65	117	93	92
COc1cc(Nc2ncnc(Nc3ccc4c(n3)NC(=O)C(C)(C)O4)n2)cc(OC)c1OC	-6.2*	8.9*	-87*	5.0*	15	-10*	-36*	12	-12*
C#CCNC(=O)[C@]12CC[C@@H](C(=C)C)[C@@H]1[C@H]1CC[C@@H]3[C@@](C)(CCC#N)[C@H](C(=C)C)CC[C@@]3(C)[C@]1(C)CC2	50	70	68	64	74	41	78	68	69
CCC(C)c1ccc(OCC(C)OC(=O)Cc2ccccc2)cc1 (stereo not drawn)	98	97	107	108	101	93	103	107	78
N#CC1=C2CCCCC2(O)NC1=O (stereo not drawn)	94	107	107	113	103	96	110	108	108
CC12CCC3c4ccc(O)cc4CCC3C1CCC2=O (stereo not drawn)	82	95	103	113	103	102	91	105	70
CC1CCc2c(sc3nc(Nc4ccccc4)n(NC(=S)Nc4ccccc4)c(=O)c23)C1 (stereo not drawn)	93	98	90	103	103	84	115	104	92
CCOc1ccc(OCC)c(N)c1	78	98	132	103	96	91	109	98	91
CC(C)c1ccc(C(C(C(=O)c2ccccc2)N2CCOCC2)N2CCOCC2)cc1 (stereo not drawn)	73	104	110	99	106	74	107	109	90
COc1cc2c(c(OC)c1OC)C(=O)CC(c1cccc(NC(=O)c3cc([N+](=O)[O-])ccc3Cl)c1)O2 (stereo not drawn)	30	25	-6.1*	56	6.5*	21	66	31	-27*
Cc1sc2nc3nc(CC#N)[nH]n3c(=O)c2c1C	82	101	140	102	102	101	111	112	97
COc1ccc([C@@H]2[C@H](C(=O)Nc3cccc4c3CCCC4)c3ccccc3C(=O)N2c2ccc(OC)cc2)cc1	70	93	.	90	95	87	90	100	55
COc1c2ccoc2c(OC)c2oc(=O)ccc12	97	88	105	118	26	86	114	115	61
CCOC(=O)N1CCN(CCOc2ccc(CC(C)C)cc2)CC1	79	95	112	95	104	88	109	106	62
OCC1OC(n2cnc3c(=S)nc[nH]c32)CC1O (stereo not drawn)	96	78	92	92	103	74	83	100	85
CC(C)c1ccc2c(c1)CC[C@H]1[C@](C)(C(=O)OCC#CCN3CCOCC3)CCC[C@]21C	72	97	95	98	89	83	78	98	81
CSc1nc(NCC(C)C)c(C#N)c(-c2cccc([N+](=O)[O-])c2)n1	92	101	100	99	94	90	119	100	87
Cc1ccc(N=C2NC(=O)CS2)c(C)c1	93	101	107	109	108	97	115	103	95
Later entries.
SMILES	UO-31	786-0	RXF 393	NCI-H322M	ACHN	CAKI-1	TK-10	NCI-H460	NCI-H522
COc1cc(OC)c(NC(=O)C2=C(C)NC(C)=C(C(=O)Nc3cc(Cl)c(OC)cc3OC)C2c2cccc([N+](=O)[O-])c2)cc1Cl	.	90	100	104	88	77	125	115	94
C=CCOC(=O)CC=C	83	102	99	91	96	97	109	109	112
O=C1N(Cc2ccc(Cl)c(Cl)c2)c2ccccc2C12NCCc1cc(O)ccc12 (stereo not drawn)	68	89	99	90	97	78	107	103	95
CC(=O)OCC(=O)[C@@]1(O)CC[C@H]2[C@@H]3C[C@H](F)C4=CC(=O)CC[C@]4(C)[C@H]3[C@@H](O)C[C@@]21C	72	116	135	98	102	89	93	100	.
CCc1cccc(CC)c1NC(=S)NN	83	103	100	93	98	102	.	98	.
Cc1ccccc1Cn1cc(CSc2nc3ccccc3o2)nn1	80	98	114	96	101	90	114	111	88
N#CC1(c2ccccc2)CCCC1(C#N)c1ccccc1 (stereo not drawn)	70	99	103	96	92	93	98	101	96
COc1ccccc1NC(=O)Oc1c(Cl)c(Cl)c(Cl)c(Cl)c1Cl	79	100	.	110	105	90	116	105	62
O=C(O)COc1cccc(C(=O)/C=C/c2ccc(Br)cc2)c1	93	104	120	103	109	97	105	110	101
O=C(NO)c1cccnc1	89	108	101	112	109	120	117	100	79
CCn1c2c(c3ccccc31)SC1c3cccn3CCN1C2=S (stereo not drawn)	85	102	151	90	99	88	89	99	82
COc1cccc2c1OC1(CCN(Cc3ccccc3)CC1)N1N=C(c3ccccc3)CC21 (stereo not drawn)	63	100	107	96	94	76	117	98	92
CCN(CC)CCSCCCNc1c(C)cnc2cc(Cl)ccc12	55	83	.	91	95	91	118	97	102
Nc1nc(Nc2cccnc2)sc1C(=O)c1ccccc1F	9.2*	18	-42*	55	9.2*	-3.9*	55	22	71
NC(=O)COCCO	95	101	109	115	107	97	102	114	109
O=S(=O)(O)c1ccccc1/C=N\NC(=S)N/N=C/c1ccccc1S(=O)(=O)O	84	100	119	97	105	95	104	113	91
Cc1ccc(C(O)C2=CC(=O)c3ccccc3C2=O)cc1 (stereo not drawn)	73	110	109	99	87	100	118	98	96
Nc1c(N=Nc2ccc(S(=O)(=O)O)cc2)cc(S(=O)(=O)O)c2ccc(N=Nc3ccc([N+](=O)[O-])cc3)c(O)c12	75	105	115	89	108	.	110	102	79
O=C1C2=C(SC3c4cccn4CCN3C2=S)c2ccccc21 (stereo not drawn)	67	111	94	105	100	88	106	111	98
COc1ccc(C2CC(c3ccc(Cl)cc3)=NN2C(=O)Cn2c3c(sc2=O)C2C[C@@H](C)CCC2C(C)(C)S3)cc1 (stereo partly drawn)	62	82	86	72	85	73	83	94	81
CC1=C(C)CS(=O)(=O)[C@@]2(C1)Cc1c(C)cccc1C2=O	79	103	111	89	108	.	90	.	85
C=C(C)[C@@H]1CC[C@]2(C(=O)OC)CC[C@]3(C)[C@H](CC[C@@H]4[C@@]5(C)CC[C@H](N)C(C)(C)[C@@H]5CC[C@]43C)[C@@H]12	-100*	-98*	-96*	-96*	-100*	-100*	-88*	-54*	-78*
Cc1cc2c(n1C)CSCC2=O	74[100 µM]	108[100 µM]	117[100 µM]	103[100 µM]	95[100 µM]	93[100 µM]	112[100 µM]	95[100 µM]	95[100 µM]
C#CC[C@@H]1C[C@]2(C)[C@H]3CC[C@@H]4[C@H]5C(C(=C)C)CC[C@]5(C(=O)NCCCCN)CC[C@@]4(C)[C@]3(C)CC[C@H]2C(C)(C)[C@H]1OC(C)=O (stereo partly drawn)	-97*	-87*	-89*	60	-98*	-99*	-93*	-57*	-64*
N#Cc1ccc(C(=O)CSc2nnc3n4c(nn23)SCC(c2ccccc2)=N4)cc1	89	99	100	105	105	94	111	103	98
(listing goes on)
SMILES	UO-31	786-0	RXF 393	NCI-H322M	ACHN	CAKI-1	TK-10	NCI-H460	NCI-H522
O=C(CSc1nnc(-c2cc3c([nH]c4ccccc43)c(-c3cccc(O)c3)n2)n1-c1ccccc1)c1ccccc1	63	19	-11*	90	40	46	.	65	23
CC(=O)N(/C=C\c1sc2ccccc2[n+]1C)c1ccccc1	99	99	106	109	101	91	90	97	94
Cc1ccc(NC(=O)N/C(N)=N/c2nc(=O)c3ccccc3s2)cc1	90	99	99	94	102	87	116	89	95
O=C(O)C(=O)O	100	97	.	95	92	99	93	111	33
O=C(/C(=C/c1ccc([N+](=O)[O-])cc1)SCc1ccc(F)cc1)c1ccc(Cl)cc1	45	83	93	98	61	.	97	82	-41*
COC(=O)[C@]12CCC(C)(C)C[C@H]1[C@H]1C(=O)C[C@@H]3[C@@]4(C)c5c([nH]c6ccccc6c5=O)C(C)(C)[C@@H]4CC[C@@]3(C)[C@]1(C)CC2	67	86	66	90	53	51	85	67	45
COc1cc(-c2nc(SCCC(C)C)nc(Nc3cccc(C)c3)c2C#N)cc(OC)c1OC	90	104	113	104	104	96	.	107	.
O=C(/C=C/Nc1ccc(S(=O)(=O)O)cc1)c1ccc(F)cc1	92	106	100	102	101	90	97	101	98
COc1ccc2ccccc2c1[N+](=O)[O-]	73	101	107	118	95	96	102	103	78
COc1c(Br)cc(CO)c([N+](=O)[O-])c1OC	91	82	110	104	115	105	100	109	98
CCc1cc2c(c3ccc(C(=O)CBr)cc13)CCCC2	81	100	.	78	105	.	92	109	88
O=C1NC(=S)N[C@H]1CC(=O)n1cnc2ccccc21	76	102	100	105	95	89	112	104	98
O=C1CCn2c1c(O)c1ccccc1c2=O	96	105	111	.	111	86	107	105	112
Cc1ccc(OCCBr)cc1	96	103	99	108	97	95	112	115	.
O=C(O)c1ccc(-c2nn(-c3ccc(C(=O)O)cc3)cc2/C=N/NC(=O)c2ccccc2)cc1	74	103	108	88	100	93	97	104	97
C/C=C(\C)C(=O)N[C@H]1CC[C@]2(C)C3CC[C@@]4(C)C(CC[C@@H]4C(C)N(C)C)C3CCC2[C@H]1OC(C)=O (stereo partly drawn)	-4.5*	-89*	-61*	-49*	-65*	-43*	-48*	-86*	6.8*
CN(C)c1ccc2nc3ccc(=N)cc-3sc2c1	57	66	71	85	53	68	105	57	15
CN(C)CCN1C(=O)c2cccc3c(N)ccc(c23)C1=O	27	37	4.8*	58	13	-7.5*	59	-5.4*	7.8*
Clc1ccc(-c2noc(/C=C\c3ccccc3)n2)cc1	84	99	104	87	98	96	115	109	87
COc1ccc(-c2nsc3c2NC(=O)CC3c2cccc(F)c2)cc1 (stereo not drawn)	70	80	51	54	66	39	52	10	4.5*
Cc1ccc(S(=O)(=O)c2nc(S(=O)(=O)CCN3CCOCC3)sc2N2CCOCC2)cc1	102	100	108	104	116	106	119	98	65
NS(=O)(=O)c1ccc(Nc2nc(SCC(=O)c3ccc(Br)cc3)nc3ccccc23)cc1	99	88	117	109	107	97	107	109	100
CCSC(=Nc1ccc(C)cc1)NC(=O)c1cccs1	76	96	117	119	100	92	138	106	87
COc1cc(C2=C(c3c[nH]c4ccccc34)C(=O)N(CCN3CCOCC3)C2=O)cc(OC)c1OC	56	98	105	86	92	60	107	94	53
CN(C)CCOC(c1ccc(Cl)cc1)c1ccccn1 (stereo not drawn)	84	103	107	107	97	92	.	116	102
Later entries:
SMILES	UO-31	786-0	RXF 393	NCI-H322M	ACHN	CAKI-1	TK-10	NCI-H460	NCI-H522
Nc1ccc(N)c([N+](=O)[O-])c1	88	118	107	101	102	106	130	96	86
O=C1COCCN1c1ccc(Nc2nc(Cl)nc(N3CCOCC3)n2)cc1	93	104	92	93	99	89	91	108	68
COc1ccc2[nH]c(=O)c(C3C4=C(CC(C)(C)CC4=O)Nc4nc(N)nc(N)c43)cc2c1 (stereo not drawn)	95	105	100	103	103	92	92	98	64
O=C(/C=C/c1ccccc1)N(C1CCCCC1)C1CCCCC1	97	82	85	105	86	67	112	87	71
Cc1nc2cc(O)c(O)cc2cc1Oc1ccc(NC(=O)c2ccc(N3CCOCC3)c(C(F)(F)F)c2)cc1	92	122	90	108	95	85	110	98	75
N#CC1=C(N)Oc2cc(O)ccc2C1c1ccc(Cl)cc1 (stereo not drawn)	69	101	93	.	94	90	.	103	87
O=c1cc(Cc2ccc([N+](=O)[O-])cc2)[nH]c(=O)[nH]1	67	99	109	112	98	110	98	109	91
COc1ccc(C(c2ccc(OCCN(C)C)cc2)c2cc3ccccc3c3ccccc23)cc1 (stereo not drawn)	72	51	49	.	22	77	88	-29*	75
Cc1oc2nc[nH]c(=O)c2c1C(=O)/C=C/c1cccc2c1OCO2	79	89	.	97	98	87	112	104	102

Compounds above that contain an NH in an aromatic ring:
SMILES	UO-31	786-0	RXF 393	NCI-H322M	ACHN	CAKI-1	TK-10	NCI-H460	NCI-H522
C[C@]1(CO)O[C@H](n2cc(F)c(=O)[nH]c2=O)C[C@@H]1O	89	103	.	95	113	96	98	106	56
Cc1sc2nc3nc(CC#N)[nH]n3c(=O)c2c1C	82	101	140	102	102	101	111	112	97
OCC1OC(n2cnc3c(=S)nc[nH]c32)CC1O (stereo not drawn)	96	78	92	92	103	74	83	100	85
O=C(CSc1nnc(-c2cc3c([nH]c4ccccc43)c(-c3cccc(O)c3)n2)n1-c1ccccc1)c1ccccc1	63	19	-11*	90	40	46	.	65	23
COC(=O)[C@]12CCC(C)(C)C[C@H]1[C@H]1C(=O)C[C@@H]3[C@@]4(C)c5c([nH]c6ccccc6c5=O)C(C)(C)[C@@H]4CC[C@@]3(C)[C@]1(C)CC2	67	86	66	90	53	51	85	67	45
COc1cc(C2=C(c3c[nH]c4ccccc34)C(=O)N(CCN3CCOCC3)C2=O)cc(OC)c1OC	56	98	105	86	92	60	107	94	53
COc1ccc2[nH]c(=O)c(C3C4=C(CC(C)(C)CC4=O)Nc4nc(N)nc(N)c43)cc2c1 (stereo not drawn)	95	105	100	103	103	92	92	98	64
O=c1cc(Cc2ccc([N+](=O)[O-])cc2)[nH]c(=O)[nH]1	67	99	109	112	98	110	98	109	91
Cc1oc2nc[nH]c(=O)c2c1C(=O)/C=C/c1cccc2c1OCO2	79	89	.	97	98	87	112	104	102
